High-throughput results: PubChem, several laboratories
PvdQ inh – P. aeruginosa PvdQ acylase inhibitors, primary screen, biochemical, fluorescence, plate reader and imaging, single point | PvdQ acylase [Pseudomonas aeruginosa LESB58] | purified PvdQ acylase | inhibition, % at 10 µM | actives 0.063% (n = 340,000) | AID 488965, 2010; in the data active means inhibition above about 30%, passing the limit was not always enough; inconclusive means no clear call, values can overlap the other calls;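 further: 0% = vehicle neutral wells and 100% = reference inhibitor wells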
Rtt109 HAT inh – inhibitors of C. albicans Rtt109/Vps75 HAT, primary screen, biochemical, ThioGlo CoA-SH fluorescence, plate reader. Histone acetyltransferase RTT109 (Candida albicans (strain SC5314 / ATCC MYA-2876)), …. purified Rtt109/Vps75, 4 h. inhibition, % at 34.9 µM. actives 0.16% (n = 330,000). AID 540336, 2011;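 active means inhibition of at least 50% in every replicate; inconclusive means best replicate reaches 50% inhibition but some replicates fall short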
Target sequence (Q5AAJ8 whole entry, looked up): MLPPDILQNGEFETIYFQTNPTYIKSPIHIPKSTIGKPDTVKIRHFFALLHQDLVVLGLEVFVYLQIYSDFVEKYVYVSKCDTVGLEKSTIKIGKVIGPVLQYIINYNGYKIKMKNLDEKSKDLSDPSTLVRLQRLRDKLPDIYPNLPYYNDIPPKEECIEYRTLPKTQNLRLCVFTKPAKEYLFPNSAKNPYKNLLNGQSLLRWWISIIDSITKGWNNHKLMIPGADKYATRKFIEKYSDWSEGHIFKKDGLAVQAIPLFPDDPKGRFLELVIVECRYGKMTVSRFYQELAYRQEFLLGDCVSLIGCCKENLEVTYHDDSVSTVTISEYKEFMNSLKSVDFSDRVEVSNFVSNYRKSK
dFosB act – activators of delta FosB homodimer, primary screen, biochemical, fluorescence polarization, TAMRA-CDK5 oligo, single point. Protein FosB (Mus musculus), P13346. purified delta FosB; percent of positive-control signal above neutral wells. activation, % at 25 µM. actives 0.99% (n = 340,000);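 active means mean activation above about 17%, with every replicate also reaching it, limit read from the data, passing the limit was not always enough; inconclusive means only one of the two conditions met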;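 further: fluorescence polarization rise as delta FosB binds a TAMRA Cdk5 AP-1 oligo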
CDK5 inh – inhibitors of human CDK5/p35 kinase, primary screen, biochemical, single concentration; Cyclin-dependent kinase 5 (Homo sapiens) + Cyclin-dependent kinase 5 activator 1 (Homo …; Recombinant CDK5/p35, ADP-Glo luminescence, 60 min; inhibition, % at 10 µM; actives 0.01% (n = 330,000);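 active means highest replicate inhibition of at least 50% and at least 75% of replicates reaching 50%; inconclusive means only one of the two criteria met; inactive means both criteria failed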;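 further: plate controls were DMSO neutral control for no effect and GW8510 at 10 µM for full effect; many of its hits are not listed in these tables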
RTF Ca sens act – cardiac RTF calcium sensitivity activators, primary screen, biochemical, IANBD-TnC fluorescence, EC20 calcium; AID 493008, 2010; actives 0.24% (n = 340,000); IANBD-labeled TnC RTF fluorescence at EC20 calcium; 0% EC20 calcium, 100% full calcium; activation, % at 7.2 µM;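 active means activation above the mean over all tested compounds plus 3 SD, cut at about 30% in these data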;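 further: rise in fluorescence read as greater calcium sensitivity of cardiac thin filaments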
Wnt bcat act – Wnt/beta-catenin pathway activators, primary screen, cell-based, plate reader, single point | Wnt/beta-catenin reporter cell assay, activator | AID 743398, 2014 | activation, % at 9.35 µM | actives 1.2% (n = 300,000); in the data active means activation above about 30%, passing the limit was not always enough; inconclusive means no clear call, values can overlap the other calls;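 further: 0% = neutral control wells and 100% = positive control wells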
SR-BI uptake up – activators of SR-BI mediated DiI-HDL uptake, primary screen, ldlA[mSR-BI] CHO cells, DiI fluorescence. 3 h; 100 = double the neutral-control signal. actives 0.096% (n = 320,000). activation, % at 12.5 µM. AID 504775, 2011;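 active means mean replicate activation of at least 60% and every replicate at or above 60%; inconclusive means mean or all-replicate condition met, but not both; inactive means mean below 60% and not all replicates reaching 60%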;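 further: 0% = median plate neutral-control signal and 100% = twice that signal; values of inactives mirror those of a sister screen read the other way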
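Assay system: LDL receptor-deficient CHO ldlA cells overexpressing murine SR-BI / Medium: BSA-supplemented, HEPES-buffered Ham's F12, pH 7.4 / Probe or stimulus: DiI-labelled HDL at 10 µg/mL final / Timing: compound with DiI-HDL co-incubation, 3 h at 37 °C / Technique: bottom-read cell fluorescence after medium removal, ex 550/em 595 nm / Measure: HDL uptake via cellular fluorescence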
SR-BI DiI inh – inhibitors of SR-BI mediated HDL lipid uptake, primary screen, ldlA[mSR-BI] cells, fluorescence, single point. Scavenger receptor class B member 1 (Mus musculus), Q61009. ldlA[mSR-BI] CHO cells, DiI-HDL uptake fluorescence, 3 h. inhibition, % at 12.5 µM. actives 0.96% (n = 320,000). AID 488896, 2010;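 active means mean replicate inhibition of at least 70% and a set share of replicates each scoring 70 or more; inconclusive means meets just one of the two criteria; inactive means fails both criteria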;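 further: 0% = median of neutral control wells and 100% = median of positive control wells; values of inactives mirror those of a sister screen read the other way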
Target sequence (Q61009 whole entry, looked up): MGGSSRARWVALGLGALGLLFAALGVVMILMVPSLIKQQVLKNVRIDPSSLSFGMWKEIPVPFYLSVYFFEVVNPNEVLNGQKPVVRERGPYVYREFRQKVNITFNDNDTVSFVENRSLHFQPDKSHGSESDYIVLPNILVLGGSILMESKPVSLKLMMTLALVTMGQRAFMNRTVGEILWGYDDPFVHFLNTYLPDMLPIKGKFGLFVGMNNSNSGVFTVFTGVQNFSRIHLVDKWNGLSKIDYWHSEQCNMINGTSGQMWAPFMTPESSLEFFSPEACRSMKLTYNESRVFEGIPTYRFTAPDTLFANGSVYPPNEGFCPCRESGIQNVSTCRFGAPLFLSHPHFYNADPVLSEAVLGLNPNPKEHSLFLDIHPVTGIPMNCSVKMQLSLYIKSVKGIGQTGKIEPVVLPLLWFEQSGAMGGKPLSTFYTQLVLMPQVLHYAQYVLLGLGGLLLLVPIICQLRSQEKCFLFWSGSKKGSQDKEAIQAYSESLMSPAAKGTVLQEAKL
HTR5A ag – HTR5A agonists in luminescence cell assay, primary screen, counter-screen for OPRM1-OPRD1 heterodimer agonist project, full-deck HTS; cell-based; activation, % at 9.3 µM; actives 0.61% (n = 340,000); AID 504692, 2011; in the data active means activation mostly above about 9.5%, no sharp cut-off; inactive means mostly below about 7.6%;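 further: 0% = cells with vehicle only and 100% = reference agonist; strong numbers were not always called active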
MITF act – activators of MITF-driven TRPM1 promoter reporter, primary screen, cell-based, SK-MEL-5, luciferase, single point. actives 0.75% (n = 300,000). activation, % at 12.5 µM. AID 588334, 2011. SK-MEL-5 TRPM1-promoter luciferase, 24 h; % of positive control, neutral wells = 0;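 active means mean activation of at least 80% with every replicate also reaching 80%; inconclusive means mean reaches 80% but some replicate falls short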;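 further: 0% = neutral control wells and 100% = parthenolide positive control wells; values of inactives mirror those of a sister screen read the other way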
The depositor's hits bear a star; ? = inconclusive; . = no result given.

Every second line gives: PvdQ inh	Rtt109 HAT inh	dFosB act	CDK5 inh	RTF Ca sens act	Wnt bcat act	SR-BI uptake up	SR-BI DiI inh	HTR5A ag	MITF act
> CCN(CC(=O)NCc1ccc(Cl)cc1)C(=O)CNS(=O)(=O)c1ccc(NC(C)=O)cc1
    -11.9	2.7	-1.5	-3.7	-1.0	-1.6	-3.3	3.3	0.1	-6.2
> C/C=C(\C)C(=O)NCCN1C2=NC[C@H](C(C)C)N2C[C@H]1Cc1ccc(O)cc1
    1.3	-6.7	-3.2	-1.7	-0.7	-2.5	3.9	-3.9	4.0	7.4
> O=C(CSc1nnc(-c2ccncc2)n1CC1CCCO1)Nc1cccc(O)c1 (stereo unspecified)
    -6.9	-2.0	6.7	0.2	-2.8	.	-0.5	0.5	1.4	-17.9
> Cc1ccc(NC2CCCCC2NS(=O)(=O)c2ccc(Cl)cc2)cc1 (stereo unspecified)
    -9.7	1.5	-6.2	-5.1	-1.9	.	-42.5	42.5	-0.8	-12.0
> O=C(NC1CCCCC1)c1ccc2[nH]c(=O)c(=O)[nH]c2c1
    -4.4	-2.7	-3.6	-0.7	-3.3	-0.5	.	-3.7	0.5	2.5
> COCc1ccc(C(=O)NC2CCCc3c2cnn3-c2cc(C)cc(C)c2)s1 (stereo unspecified)
    -5.3	-0.8	-12.8	-0.3	3.0	-4.2	12.6	-12.6	0.1	-17.5
> O=C(NCc1ccc2c(c1)OCO2)c1cc2ccccc2o1
    6.5	5.8	-2.5	-0.2	-2.0	-0.8	-6.0	6.0	5.4	5.0
> O=C(c1ccco1)N1N=C(C2CCCCC2)CC1(O)C(F)(F)F (stereo unspecified)
    -9.2	0.5	-0.4	2.3	-1.6	-1.0	6.4	-6.4	-2.2	-5.6
> CNC(=O)Nc1ccccc1NC(=O)NC
    -4.4	-4.2	-5.4	-3.6	-1.6	.	0.5	-0.5	1.7	.
> COc1ccc2oc(C(=O)OCC(=O)NC(C)(C#N)C3CC3)c(C)c2c1 (stereo unspecified)
    -8.4	-13.0	-14.3	-1.8	7.1	-4.5	-7.5	7.5	-2.9	0.0
> COc1cc(/C=C2\SC(c3ccc(C)cc3)=NC2=O)cc(OC)c1O
    -5.7	1.2	-34.2	8.9	-23.6	-0.1	-13.9	13.9	-2.4	0.6
> CCN(CC)c1cc(C(F)(F)F)nc(-c2ccccn2)n1
    -12.2	0.5	-6.1	0.7	2.9	.	25.7	-25.7	-2.8	.
> Cc1ccccc1OCC1CNC(=O)O1 (stereo unspecified)
    4.6	4.2	-4.4	-0.3	-1.9	-7.7	-2.5	2.5	-0.3	4.7
> COc1cccc(-c2ccc(SCc3ccccn3)nn2)c1
    -2.9	10.4	-23.3	5.6	0.1	?	-3.1	3.1	-1.1	113.6*
> Cc1cc[n+](-c2[nH]c(=O)sc2/C=N/N=C(\[O-])c2ccccc2)cc1
    -3.1	-1.0	0.3	-0.1	.	7.2	-11.1	11.1	.	.
> O=C(Nc1nnc(C2CCCC2)s1)C1CCN(S(=O)(=O)c2ccc(Cl)cc2)CC1
    -1.2	-3.1	2.5	-2.6	6.1	.	-16.4	16.4	-2.4	-5.8
> COC(=O)c1ccc(CCc2cc(O)ccc2O)cc1
    -10.6	-5.7	-2.8	2.0	1.8	.	7.4	-7.4	2.5	.
> O=C(O)c1ccc(Br)cn1
    -0.1	.	-9.1	1.2	-7.3	0.0	50.1	-50.1	3.8	-3.8
> Cc1c(CCC(=O)NC2CC2)c(=O)oc2c(C)c(O)ccc12
    -4.7	-129.9	-6.8	0.2	2.0	.	-13.1	13.1	7.4	13.2
> COc1ccc(OC)c(-c2csc(NC(=O)COC(=O)C3(C)CC3(Cl)Cl)n2)c1 (stereo unspecified)
    -5.3	1.4	-2.8	0.2	-2.0	0.6	-39.5	39.5	7.4	20.1

Single records, as listed above. Screens in order: PvdQ inh | Rtt109 HAT inh | dFosB act | CDK5 inh | RTF Ca sens act | Wnt bcat act | SR-BI uptake up | SR-BI DiI inh | HTR5A ag | MITF act
COc1ccc(OC)c(-c2csc(NC(=O)COC(=O)C3(C)CC3(Cl)Cl)n2)c1 (stereo unspecified) is listed as -5.3 | 1.4 | -2.8 | 0.2 | -2.0 | 0.6 | -39.5 | 39.5 | 7.4 | 20.1
O=C(Nc1nnc(C2CCCC2)s1)C1CCN(S(=O)(=O)c2ccc(Cl)cc2)CC1 is listed as -1.2 | -3.1 | 2.5 | -2.6 | 6.1 | . | -16.4 | 16.4 | -2.4 | -5.8

Following part:
Every second line gives: PvdQ inh	Rtt109 HAT inh	dFosB act	CDK5 inh	RTF Ca sens act	Wnt bcat act	SR-BI uptake up	SR-BI DiI inh	HTR5A ag	MITF act
> Cc1ccc(S(C)(=O)=O)cc1C(=O)Nc1ccc(S(=O)(=O)Nc2nccs2)cc1
    -13.8	2.5	-3.3	0.2	-0.4	0.8	-21.7	21.7	0.0	1.9
> Cc1cccc(NC(=O)NC2CCCCCCC2)c1C
    -12.9	11.4	-8.9	2.1	-9.8	2.7	0.9	-0.9	1.0	17.7
> Cc1ccc(-n2nc3c(N4CCC(C(=O)NCc5ccccc5C)CC4)nnc(C)c3c2C)cc1
    -11.7	5.1	28.4*	-0.2	-3.3	-0.5	-31.9	31.9	4.2	-93.6
> CC1CCCCN1C(=O)c1cc2c(=O)n3ccccc3nc2s1 (stereo unspecified)
    -19.4	-152.1	0.6	1.3	-6.3	13.6	-2.3	2.3	-1.1	24.6
> Cn1c(SCC(=O)Nc2ccc(F)cc2F)nnc1-c1cccnc1
    14.1	15.7	5.8	0.2	-1.9	-2.1	-11.1	11.1	1.8	-13.3
> O=C(O)CCC(=O)Nc1cccc(-c2csc(-c3ccccc3)n2)c1
    -1.5	7.6	-2.9	0.2	-1.6	3.9	1.9	-1.9	3.4	-30.4
> CN(C)S(=O)(=O)N(CC(=O)Nc1ccc(S(=O)(=O)N2CCCC2)cc1)c1ccccc1
    -8.5	-0.9	0.1	0.6	0.4	2.7	16.3	-16.3	1.2	-14.3
> Cc1cccc(NC(=O)COC(=O)c2cccc(S(=O)(=O)N3CCCCCC3)c2)c1
    -11.3	1.7	-14.8	-5.2	-8.0	-0.4	-2.4	2.4	3.8	14.1

Given bar-delimited: part of the list above
SMILES | PvdQ inh | Rtt109 HAT inh | dFosB act | CDK5 inh | RTF Ca sens act | Wnt bcat act | SR-BI uptake up | SR-BI DiI inh | HTR5A ag | MITF act
O=C(NC1CCCCC1)c1ccc2[nH]c(=O)c(=O)[nH]c2c1 | -4.4 | -2.7 | -3.6 | -0.7 | -3.3 | -0.5 | . | -3.7 | 0.5 | 2.5
Cc1cc[n+](-c2[nH]c(=O)sc2/C=N/N=C(\[O-])c2ccccc2)cc1 | -3.1 | -1.0 | 0.3 | -0.1 | . | 7.2 | -11.1 | 11.1 | . | .
CCN(CC(=O)NCc1ccc(Cl)cc1)C(=O)CNS(=O)(=O)c1ccc(NC(C)=O)cc1 | -11.9 | 2.7 | -1.5 | -3.7 | -1.0 | -1.6 | -3.3 | 3.3 | 0.1 | -6.2
COc1ccc2oc(C(=O)OCC(=O)NC(C)(C#N)C3CC3)c(C)c2c1 (stereo unspecified) | -8.4 | -13.0 | -14.3 | -1.8 | 7.1 | -4.5 | -7.5 | 7.5 | -2.9 | 0.0
Cc1ccccc1OCC1CNC(=O)O1 (stereo unspecified) | 4.6 | 4.2 | -4.4 | -0.3 | -1.9 | -7.7 | -2.5 | 2.5 | -0.3 | 4.7
COC(=O)c1ccc(CCc2cc(O)ccc2O)cc1 | -10.6 | -5.7 | -2.8 | 2.0 | 1.8 | . | 7.4 | -7.4 | 2.5 | .
